Bioassay records deposited in PubChem by several laboratories.
PolyA inh: inhibitors of polyadenylation in S. cerevisiae; S. cerevisiae SKY197-pL101 polyadenylation reporter, beta-gal luminescence; efflux-impaired pdr1/pdr3 knockout yeast; score 100 = 6 SD above DMSO; calls only at 12 µM; hit rate 0.02% among 300,000; AID 1875;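 active means lowest replicate activity score at least 50, where 100 means six control SD above control mean; inconclusive means lowest score under 50 but half or more replicates reach 50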;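 further: yeast exposed to compound for 9 h at 30 °C; higher score means more reporter readthrough which indicates perturbed polyadenylation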
GSK3B inh: human GSK3beta kinase inhibition; activity score (negative = inhibition), % at 10 µM; P49841; GST-GSK3beta kinase, ADP-Glo luminescence, 60 min; stronger effect = lower value; hit rate 0.038% among 300,000;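 active means more than half of replicate wells score below -50%, meaning over 50% inhibition versus plate controls; inconclusive means some replicates but at most half score below -50%; inactive means no replicate scores below -50%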;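 further: 0% = median DMSO wells and -100% = median GW8510 positive control wells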
Target sequence (P49841 whole entry, looked up): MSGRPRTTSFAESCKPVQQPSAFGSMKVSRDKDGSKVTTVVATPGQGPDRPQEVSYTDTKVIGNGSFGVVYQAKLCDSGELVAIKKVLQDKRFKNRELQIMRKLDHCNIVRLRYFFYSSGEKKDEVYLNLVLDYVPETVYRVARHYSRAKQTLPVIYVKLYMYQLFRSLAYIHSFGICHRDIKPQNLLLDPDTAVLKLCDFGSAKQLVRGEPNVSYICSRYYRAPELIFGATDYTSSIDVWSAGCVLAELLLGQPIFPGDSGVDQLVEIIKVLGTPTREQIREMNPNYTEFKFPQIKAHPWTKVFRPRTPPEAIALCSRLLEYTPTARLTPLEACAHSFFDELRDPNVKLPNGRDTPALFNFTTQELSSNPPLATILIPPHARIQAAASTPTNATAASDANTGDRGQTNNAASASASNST
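Test system – GST-tagged human GSK3beta kinase, cell-free · Incubation – 60 min enzyme reaction, room temperature · Signal – ADP-Glo luminescence · Also added – peptide substrate and ATP at 25 µM · Controls – DMSO neutral wells and GW8510 at 20 µM as positive · Buffer or medium – Tris/MgCl2 kinase buffer · Measure – Luminescence-derived activity versus plate DMSO and GW8510 wells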
KCNQ1 block: blocks the human KCNQ1 potassium channel | hit rate 1.3% among 310,000 | B-score at 10 µM | P51787 | CHO-K1 KCNQ1, FluxOR thallium flux fluorescence; stronger effect = higher value;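 active means compounds whose thallium flux B-score, printed positive for inhibition, exceeds three library SD while starting fluorescence stays within three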;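 further: channel opened by potassium depolarization with thallium stimulus after 20 min compound exposure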
KCNQ1 act: potentiators or activators of human KCNQ1 potassium channel | P51787 | hit rate 0.35% among 310,000 | CHO-K1 KCNQ1, thallium flux FluxOR fluorescence; stronger effect = higher value | B-score at 10 µM;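 active means fluorescence ratio B-score, a plate-corrected score, at least three library SD, with initial intensity B-score within 5 SD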
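Material: CHO-K1 cells stably expressing KCNQ1. Medium: assay buffer for compound exposure, DMSO matched across wells. Reagent: K+/Tl+ depolarizing stimulus. Compound dosing: single-concentration screen. Times: 37 °C overnight plating, 90-min dark dye load, 20-min compound pretreatment. Technique: FluxOR Tl+ flux fluorescence.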
KCNK9 inh: human KCNK9 channel inhibition; HEK293 KCNK9, FluxOR thallium flux fluorescence; stronger effect = lower value; AID 488922; hit rate 1.2% among 310,000; B-score at 10 µM; Q9NPC2;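 active means ratio B-score over 3 SD below the library mean, with starting fluorescence within 5 SD of its mean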;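 further: negative B-score means less thallium flux so channel inhibition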
KCNK3 inh: human KCNK3 channel inhibition, primary screen; AID 602410; O14649; CHO-KCNK3 thallium flux, FluxOR fluorescence; stronger effect = lower value; hit rate 0.84% among 340,000; B-score at 10 µM;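 active means B-score under library mean minus 4 SD, starting fluorescence ratio at most library mean plus 5 SD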;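 further: more negative B-score means stronger inhibition of thallium flux through KCNK3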
DYRK1A inh: blocks rat Dyrk1A kinase activity; hit rate 0.43% among 310,000; Q63470; AID 504441; inhibition, % at 12.5 µM; ADP-Glo luminescence, NFATc1 peptide; in the data active means inhibition above about 50%;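 further: plate controls were vehicle with enzyme for no effect and no enzyme for full effect; many of its hits are not listed in these tables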
RGS4 act: potentiators or activators of RGS4; HEK293 M3R/inducible RGS4, carbachol calcium flux Fluo4; stronger effect = lower value; B-score at 10 µM; hit rate 0.92% among 310,000; AID 463111;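 active means B-score of the integrated calcium signal more than 4 SD below the library mean, with starting fluorescence not abnormally high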;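 further: negative B-score means reduced calcium response which marks RGS4 activation or potentiation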
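Material: Inducible-RGS4 HEK293 cells carrying M3 receptor; also added: carbachol at ECmax as muscarinic agonist stimulus; incubation: compound preincubation 20 min at room temperature before agonist; signal: Fluo4-AM (2 µM) calcium-flux fluorescence, kinetic read; measure: integrated calcium ratio converted to B score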
HDAC3 inhib: human HDAC3 inhibition | recombinant HDAC3, fluorogenic peptide/trypsin coupled, fluorescence | inhibition, % at 8.3 µM | hit rate 0.15% among 320,000; in the data active means inhibition above about 26%, passing the limit was not always enough; inconclusive means no clear call, values can overlap the other calls
hERG protect: hERG (human) protection from proarrhythmic block; Q12809; CHO-hERG, FluxOR thallium flux, dofetilide IC70 present; activation (rescue from dofetilide block), less the hit threshold, % at 10 µM; hit rate 0.51% among 310,000;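 active means activation above the mean of controls blocked by dofetilide plus 5 SD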;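 further: thallium influx through hERG after potassium depolarization seen as dye fluorescence rise; in these data hits start at about 4.7%; inactives centre near -7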
GSK3A inh: inhibitors of human GSK-3 alpha kinase; P49840; inhibition, % at 10 µM; ADP-Glo luminescence, 60 min; hit rate 0.1% among 320,000;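 in the data active means inhibition above about 50%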;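 further: GST-tagged GSK-3 alpha with peptide substrate and 25 µM ATP; 0% = DMSO neutral wells and 100% = GW8510 positive control wells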
Target sequence (P49840 whole entry, looked up): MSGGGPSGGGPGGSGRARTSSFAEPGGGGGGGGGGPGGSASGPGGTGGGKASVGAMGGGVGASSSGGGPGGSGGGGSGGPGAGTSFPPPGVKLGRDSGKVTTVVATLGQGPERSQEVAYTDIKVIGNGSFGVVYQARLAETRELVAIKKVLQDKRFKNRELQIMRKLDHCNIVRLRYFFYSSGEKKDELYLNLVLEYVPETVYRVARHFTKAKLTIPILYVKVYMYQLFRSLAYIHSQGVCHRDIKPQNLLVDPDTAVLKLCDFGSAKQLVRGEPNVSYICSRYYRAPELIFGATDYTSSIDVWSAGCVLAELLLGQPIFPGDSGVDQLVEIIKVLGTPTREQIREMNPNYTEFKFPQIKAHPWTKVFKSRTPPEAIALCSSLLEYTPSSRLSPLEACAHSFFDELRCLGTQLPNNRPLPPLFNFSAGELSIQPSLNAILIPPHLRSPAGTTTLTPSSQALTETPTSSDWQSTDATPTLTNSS
Numbers without * were called inactive; i = inactive; ? = inconclusive; / = not tested or not shown; & = joins results of further samples. Only part of the results is shown; the hit share may differ from the screen's.

A first look:
structure	KCNK9 inh	KCNQ1 act	GSK3A inh	GSK3B inh	KCNQ1 block	KCNK3 inh	HDAC3 inhib	RGS4 act	DYRK1A inh	PolyA inh	hERG protect
COc1cc(/C=N/NC(=O)CCC(=O)NCc2ccccc2)cc(OC)c1OC	i	i	3	-2	i	i	-9	i	-5	i	-5
COC(=O)c1cc(S(=O)(=O)NCc2ccccc2Cl)c[nH]1	i	i	-1	2	i	i	1	i	2	i	-12
C=CCn1c(-c2cccc([N+](=O)[O-])c2)n[nH]c1=S	i	i	/	-3	i	i	8	i	-1	i	-10
CCOc1cc(C2C3=C(CC(C)(C)CC3=O)N(CCOC)C3=C2C(=O)CC(C)(C)C3)ccc1O	i	i	1	0	i	i	5	i	3	i	-9
COc1ccc(N2C(=O)[C@@H]3[C@H](C2=O)[C@H](C(=O)c2ccc(OC(C)=O)cc2)N2N=CC=C[C@@H]32)cc1	i	i	1	1	i	/	4	i	/	i	-11
CN(C)C(=S)Nc1ccc(N2CCOCC2)cc1	i	i	-3	-2	i	i	2	i	/	i	-3

All compounds of this part (from the top)
structure	KCNK9 inh	KCNQ1 act	GSK3A inh	GSK3B inh	KCNQ1 block	KCNK3 inh	HDAC3 inhib	RGS4 act	DYRK1A inh	PolyA inh	hERG protect
COc1cc(/C=N/NC(=O)CCC(=O)NCc2ccccc2)cc(OC)c1OC	i	i	3	-2	i	i	-9	i	-5	i	-5
COC(=O)c1cc(S(=O)(=O)NCc2ccccc2Cl)c[nH]1	i	i	-1	2	i	i	1	i	2	i	-12
C=CCn1c(-c2cccc([N+](=O)[O-])c2)n[nH]c1=S	i	i	/	-3	i	i	8	i	-1	i	-10
CCOc1cc(C2C3=C(CC(C)(C)CC3=O)N(CCOC)C3=C2C(=O)CC(C)(C)C3)ccc1O	i	i	1	0	i	i	5	i	3	i	-9
COc1ccc(N2C(=O)[C@@H]3[C@H](C2=O)[C@H](C(=O)c2ccc(OC(C)=O)cc2)N2N=CC=C[C@@H]32)cc1	i	i	1	1	i	/	4	i	/	i	-11
CN(C)C(=S)Nc1ccc(N2CCOCC2)cc1	i	i	-3	-2	i	i	2	i	/	i	-3
Cc1nc2ccccn2c1C(=O)N=Nc1c(O)n(CCC(C)C)c2ccccc12	i	i	-2	1	i	i	1	-7.3*	8	i	-5
CCn1c(C)cc2c(c1=O)C(c1ccc3c(c1)OCO3)C(C#N)=C(N)O2 (centres undefined)	i	i	-2	-4	i	i	4	i	-13	i	-10
CCCCN(c1ccccc1)S(=O)(=O)c1ccc2c(c1)CCN2C(=O)CCC(=O)O	i	i	-3	6	i	i	-3	i	6	i	2
CCc1ccc(N(CC)C(=O)Cc2c(C(=O)O)n(C)c3ccccc23)cc1	i	i	-7	3	i	i	0	i	-3	i	-2
O=C(NCC1CCCO1)c1cc2ccccc2[nH]1 (centres undefined)	i	i	-1	-1	i	i	-5	i	-1	i	-6
CCOc1cc(N2CCOCC2)c(OCC)cc1NC(=O)c1ccccc1	i	i	-3	-4	i	i	-2	i	/	i	-9
COc1ccccc1CNC(=O)Cn1cccc1C(=O)c1ccccc1C	i	i	0	1	i	i	3	i	3	i	-8
Cc1cc[n+](CC(=O)c2cccc([N+](=O)[O-])c2)c2ccccc12	i	i	0	1	i	i	3	i	7	i	-9
CCCCN(C(=O)c1ccco1)C1CCS(=O)(=O)C1 (centres undefined)	i	i	-2	0	i	i	?	i	8	i	-8
O=C(c1ccccc1Cl)N1CCCC(c2nc3c(nnn3Cc3ccccc3)c(=O)[nH]2)C1 (centres undefined)	i	i	-2	10	i	i	0	i	1	i	-15
O=C(CCCOc1ccc(Cl)cc1Cl)NCCc1nnc2ccccn12	i	i	-1	1	i	i	-5	i	-2	i	-10
CCOC(=O)c1cc(C#N)c(N2CCN(c3ccc(OC)cc3)CC2)[nH]c1=O	i	i	5	-4	i	i	-1	i	0	i	-9
CCN(CC)/C(=N/S(=O)(=O)c1ccc(C)cc1)c1ccccc1	i	i	/	-1	i	i	-4	i	-2	i	-8
CCn1cc(C2=NC(CC(C)C)CO2)c2ccccc21 (centres undefined)	i	i	-4	4	i	i	4	i	7	i	-12
CC(C)=CCN1CCN(Cc2cc(CC(C)C)n[nH]2)CC1CCO (centres undefined)	i	i	-1	2	i	i	4	i	2	i	-16
Cc1nn(Cc2ccccc2Cl)c(C)c1NC(=O)c1noc(C(C)C)c1[N+](=O)[O-]	i	i	/	1	i	i	/	i	4	i	-9
Cc1ccc2c(c1)-c1c(cnn1CC(=O)N(CCC#N)c1ccccc1)CO2	i	i	2	0	i	i	2	i	20	i	-14
O=C(NCCC(=O)N1CCN(c2ccccc2O)CC1)c1ccc(Cl)cc1	i	i	1	-1	i	i	?	i	6	i	-20
O=C(NNC(=O)C12CC3CC(CC(O)(C3)C1)C2)c1csc(N2CCOCC2)n1	i	i	2	-4	i	i	0	i	1	i	-8
COc1cc(NC(=S)Nc2cccc(Cl)c2Cl)c(OC)cc1Cl	i	i	0	2	i	i	-3	i	-2	i	-1
COc1cc(OC)cc(C(=O)NC(=S)Nc2ccc(N3CCCC3)cc2)c1	i	i	-1	1	i	i	18	i	-1	i	-7
COc1ccc(C(N)CCc2ccc(C)o2)cc1 (centres undefined)	i	i	-2	1	i	i	-2	i	2	i	-12
O=C(Nc1ccc(Cl)cn1)C1CCCN1S(=O)(=O)c1cccc2ccccc12 (centres undefined)	i	i	0	5	i	i	-7	i	-1	i	-13
CCOC(=O)c1c(S(=O)(=O)N2CCCCCC2)c(C)n(C)c1C	i	i	-9	3	i	i	-7	i	-4	i	-1
CCCN(CCC)C(=O)c1ccc2c(c1)N(Cc1ccccc1)C(=O)CS2=O (centres undefined)	i	i	-3	-2	i	i	0	i	-4	i	-4
C#CCOCCOCCOCCNc1nc(N2CCN(C(=O)[C@H](Cc3cc4ccccc4[nH]3)n3cc(C(N)CC(C)C)nn3)CC2)nc(N2CCN(C(=O)[C@H](CCC(=O)O)n3cc(C(N)[C@H](C)CC)nn3)CC2)n1 (some centres undefined)	i	i	-3	-1	i	i	5	i	3	i	-10
CCCCS(=O)CC(CS(=O)CCCC)OC(=O)c1ccccc1 (centres undefined)	i	i	0	3	i	i	-4	i	5	i	-9
CCN(CC(=O)NCc1ccc(F)cc1)C(=O)c1oc2ccccc2c1C	i	i	-3	-6	i	i	1	i	0	i	-9
Cc1c(C(=O)O)oc2c1C(O)CC(C)(C)C2 (centres undefined)	i	i	11&0	1&1	i	i	-7&-6	i	2&16	i	-11&-3
CCOC(=O)c1ccccc1NC(=O)COC(=O)CCNS(=O)(=O)c1ccc(C)c(C)c1	i	i	-2	1	i	i	2	i	2	i	-11
O=c1[nH]c(SCc2n[nH]c(=S)n2-c2ccccc2)nc2ccccc12	i	i	2	2	i	i	6	i	8	i	-7
O=C(c1ccccc1)c1ccc(OCCO)cc1	i	i	-3	3	i	i	2	i	-3	/	-16
CCn1cc(C(=O)NCCCN(CC(C)C)CC(C)C)c(=O)c2cc(S(=O)(=O)N3CCOCC3)ccc21	i	i	0	3	i	i	-2	i	-2	i	-5
C(=N\Nc1nc2ccccc2[nH]1)/C1CCCCC1	i	i	1	-2	i	i	-6	i	/	i	-5
CC1CCC(NC(=O)CN2C(=O)C3CCCN3c3ncc(Cl)cc32)CC1 (centres undefined)	i	i	/	2	i	/	/	i	/	i	-5
Cc1c(C(=O)NCCCN2CCCCC2)oc2ccc3c(c12)C(O)CC1(CCCCC1)O3 (centres undefined)	i	i	6	1	i	i	-20	i	8	i	-12
COc1ccc2c(c1)c(C(=O)CN1CCN(c3ccccc3)CC1)c(C)n2C	i	i	-1	3	i	/	0	i	/	i	-7
O=C1c2[nH]nc(-c3ccccc3O)c2C(c2cccc(Cl)c2)N1Cc1ccco1 (centres undefined)	i	i	-1	1	i	i	1	i	3	i	-17
O=C(N/C(=C\c1ccccc1)C(=O)N1CCCCC1)c1ccco1	i	i	-4	-1	i	i	10	i	-4	i	-4
COC(=O)CCC(=O)OC1(C)C(=O)C2=CN(Cc3ccco3)C(c3ccc(OC)cc3)=CC2=C(Br)C1=O (centres undefined)	i	i	-1	-3	i	/	0	i	/	i	-13
CCCCOC(=O)Cn1c2ccc(OC)cc2c2nc3ccccc3nc21	i	i	-2	3	i	i	1	i	-1	i	-2
CC1CN(S(=O)(=O)c2cn(C)c(=O)n(C)c2=O)CC(C)O1 (centres undefined)	i	i	-1	-3	i	i	0	i	-8	i	-9
CCOC(=O)C1CCN(S(=O)(=O)c2ccc(C)cc2)CC1	i	i	-2	0	i	i	2	i	2	i	-4
O=C1CC(c2ccc3c(c2)OCO3)Sc2nc3ccccc3n21 (centres undefined)	i	i	-2	0	i	i	-1	i	8	i	-9
CCc1nc(CNC(=O)C2CCC(=O)N(CCc3ccc(OC)cc3)C2)cs1 (centres undefined)	i	i	1	3	i	i	7	i	-1	i	-7
COC(=O)C1(C(F)(F)F)C2C=CC(C2)N1S(=O)(=O)c1ccc(C)cc1 (centres undefined)	i	i	-1	2	i	i	4	i	-2	i	-10
O=C(c1cn(-c2ccccc2)nc1-c1cccs1)N(CCO)Cc1ccccc1	i	i	5	-2	i	i	-2	i	0	i	-7
O=c1[nH]c(SCc2ccccc2[N+](=O)[O-])nc2nc[nH]c12	i	i	-3	1	i	i	/	i	-3	i	-3
C/C(=N/NC(=O)Cc1ccccc1)c1ccc(C)s1	i	i	-2	2	i	i	3	i	-4	i	-2
